From PubChem
PTHR1 agonist – activates the human parathyroid hormone receptor PTHR1 | Q03431 | HEK293 GP2 PTHR1 cells, GloSensor cAMP luminescence, 1 h | Potency, µM (titrated, usually from 115 µM), for the others: at the highest dose activation, hits mostly activators | 410,000 compounds, 0.075% hits | AID 743266; active = well fitted activation curve with a large enough effect; inconclusive = small, poorly fitted or top-dose-only effect, or another doubt; inactive = no such curve, though single readings can be large or run the other way; note: potency is the fitted concentration of half-maximal effect; nearly all actives have a fitted effect of over 55% in size; some results filed as inactive show a strong effect at the top dose; inactives centre near -15; many of its hits are not listed in these tables
Target sequence (Q03431 whole entry, looked up): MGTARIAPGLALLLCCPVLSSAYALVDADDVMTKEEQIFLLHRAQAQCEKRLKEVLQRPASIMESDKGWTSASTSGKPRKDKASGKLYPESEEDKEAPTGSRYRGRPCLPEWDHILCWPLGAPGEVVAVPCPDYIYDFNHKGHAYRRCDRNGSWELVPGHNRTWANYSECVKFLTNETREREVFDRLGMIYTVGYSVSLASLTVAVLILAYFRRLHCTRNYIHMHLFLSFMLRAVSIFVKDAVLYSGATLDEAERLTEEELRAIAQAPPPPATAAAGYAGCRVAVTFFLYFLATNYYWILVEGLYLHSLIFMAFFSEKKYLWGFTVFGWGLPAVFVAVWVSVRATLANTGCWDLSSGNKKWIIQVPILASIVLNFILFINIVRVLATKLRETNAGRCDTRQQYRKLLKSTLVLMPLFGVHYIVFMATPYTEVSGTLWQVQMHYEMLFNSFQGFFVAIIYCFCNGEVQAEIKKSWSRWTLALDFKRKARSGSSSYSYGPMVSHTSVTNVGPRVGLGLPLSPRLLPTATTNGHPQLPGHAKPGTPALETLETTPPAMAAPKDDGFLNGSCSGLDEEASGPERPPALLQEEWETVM
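HEK-293-derived GP2 cells expressing PTHR1 and a GloSensor cAMP reporter, 3,000/well, plated overnight, given luciferin plus IBMX (each 0.5 mM as added) for 1 h at 37 °C, then compound for 1 h at 37 °C. Luminescence was read after 15 min at room temperature.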
D3 ag – agonists of human D3 dopamine receptor; P35462; D3R DiscoveRx beta-arrestin cells, luminescence, 90 min; max activation, %; 410,000 compounds, 0.58% hits; AID 652048; in the data active = max activation above about 30%; note: 0% is about no effect; mostly tested at two doses, the higher about 12 µM
Target sequence (P35462 whole entry, looked up): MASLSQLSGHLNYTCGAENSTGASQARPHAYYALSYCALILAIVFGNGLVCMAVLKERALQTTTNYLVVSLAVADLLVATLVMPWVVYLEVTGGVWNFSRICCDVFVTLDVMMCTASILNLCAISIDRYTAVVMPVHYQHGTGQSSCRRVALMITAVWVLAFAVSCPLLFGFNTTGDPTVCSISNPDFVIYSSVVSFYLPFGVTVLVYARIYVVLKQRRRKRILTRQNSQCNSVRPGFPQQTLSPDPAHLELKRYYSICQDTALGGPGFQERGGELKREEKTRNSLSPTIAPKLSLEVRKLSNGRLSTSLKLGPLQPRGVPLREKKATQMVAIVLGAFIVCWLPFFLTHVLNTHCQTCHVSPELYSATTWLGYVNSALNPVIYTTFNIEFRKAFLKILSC
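Agonist mode: compounds and dopamine controls were applied to plated cells for 90 min at 37 degrees C after an overnight attachment at 1500 cells/well. Luminescent read-out followed 30 - 60 minutes at room temperature with DiscoveRx detection reagent.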
The depositor's hits bear a star; i = inactive; ? = inconclusive; [ ] = another dose, or the depositor's remark.

Preview (18 entries):
Molecule,PTHR1 agonist,D3 ag
Cc1ccccc1Cc1c(C)nc2nc(SCC(=O)NCCc3ccc(Cl)cc3)nn2c1C,-11%,7
CCOc1ccc(CCNC(=O)Cc2ccc(NC(=O)N3CCSc4ncccc43)cc2)cc1,-5%,0
CCOc1ccc(-c2nn(CC(=O)NC3CCCCC3)c3c2cnc2ccc(C)cc23)cc1,-13%,7
Cc1ccc(CNC(=O)CSc2ncc3c(n2)-c2ccc(Cl)cc2N(Cc2ccccc2)S3(=O)=O)cc1,25%,-17
COc1ccc(Nc2c3c(nc4ccc(NC(=O)c5cc(Cl)ccc5OC)cc24)CCCC3)cc1OC,-19%,-16
COc1ccccc1CNC(=O)c1cc(Sc2cccc(Cl)c2)nc2ccccc12,-21%,-14
O=C(CN1C(=O)COc2ccc(Cl)cc21)Nc1cccc(C(=O)O)c1,-8%,9
COc1ccccc1C1C(C(=O)N2CCCCC2)=C(C)Nc2nc3ccccc3n21 (stereo unspecified),i,-14
CC(=O)N1CCC2(CC1)OC(=O)C(C)=C2C(=O)Nc1cccc(Cl)c1C,i,5
O=C1c2[nH]nc(-c3ccccc3O)c2C(c2cccc(OCc3ccccc3)c2)N1CCCO (stereo unspecified),-13%,-1
O=C(CSc1n[nH]c(-c2ccccc2)n1)NCCc1ccccc1,i,7
CCCCn1c(CNC(=O)c2ccc(OC)cc2)nnc1SCC(=O)Nc1ccccc1,-13%,3
COc1ccc(Cl)cc1NC(=O)Cn1c(=O)c2ccccc2n2nncc12,-9%,-7
COc1ccc(C)cc1NC(=O)Cn1nc(N2CCN(c3ccccc3OC)CC2)ccc1=O,-34%[inhibitor],-1
CCc1ccccc1NC(=O)c1ccc(CN2C(=O)CCn3nc(C)cc32)cc1,i,-1
Cc1cccc(NC(=O)CSc2nc3ccc(NC(=O)COc4ccccc4F)cc3s2)c1,-9%,6
Cc1sc2ncn(CC(=O)N3CCN(c4ccc(F)cc4)CC3)c(=O)c2c1S(=O)(=O)N1CCN(c2ncccn2)CC1,i,5
CCOc1ccc(NC(=O)Cn2c(=O)n(Cc3ccccc3)c(=O)c3sc4ccccc4c32)cc1,i,1

Results, previewed entries included:
Molecule,PTHR1 agonist,D3 ag
Cc1ccccc1Cc1c(C)nc2nc(SCC(=O)NCCc3ccc(Cl)cc3)nn2c1C,-11%,7
CCOc1ccc(CCNC(=O)Cc2ccc(NC(=O)N3CCSc4ncccc43)cc2)cc1,-5%,0
CCOc1ccc(-c2nn(CC(=O)NC3CCCCC3)c3c2cnc2ccc(C)cc23)cc1,-13%,7
Cc1ccc(CNC(=O)CSc2ncc3c(n2)-c2ccc(Cl)cc2N(Cc2ccccc2)S3(=O)=O)cc1,25%,-17
COc1ccc(Nc2c3c(nc4ccc(NC(=O)c5cc(Cl)ccc5OC)cc24)CCCC3)cc1OC,-19%,-16
COc1ccccc1CNC(=O)c1cc(Sc2cccc(Cl)c2)nc2ccccc12,-21%,-14
O=C(CN1C(=O)COc2ccc(Cl)cc21)Nc1cccc(C(=O)O)c1,-8%,9
COc1ccccc1C1C(C(=O)N2CCCCC2)=C(C)Nc2nc3ccccc3n21 (stereo unspecified),i,-14
CC(=O)N1CCC2(CC1)OC(=O)C(C)=C2C(=O)Nc1cccc(Cl)c1C,i,5
O=C1c2[nH]nc(-c3ccccc3O)c2C(c2cccc(OCc3ccccc3)c2)N1CCCO (stereo unspecified),-13%,-1
O=C(CSc1n[nH]c(-c2ccccc2)n1)NCCc1ccccc1,i,7
CCCCn1c(CNC(=O)c2ccc(OC)cc2)nnc1SCC(=O)Nc1ccccc1,-13%,3
COc1ccc(Cl)cc1NC(=O)Cn1c(=O)c2ccccc2n2nncc12,-9%,-7
COc1ccc(C)cc1NC(=O)Cn1nc(N2CCN(c3ccccc3OC)CC2)ccc1=O,-34%[inhibitor],-1
CCc1ccccc1NC(=O)c1ccc(CN2C(=O)CCn3nc(C)cc32)cc1,i,-1
Cc1cccc(NC(=O)CSc2nc3ccc(NC(=O)COc4ccccc4F)cc3s2)c1,-9%,6
Cc1sc2ncn(CC(=O)N3CCN(c4ccc(F)cc4)CC3)c(=O)c2c1S(=O)(=O)N1CCN(c2ncccn2)CC1,i,5
CCOc1ccc(NC(=O)Cn2c(=O)n(Cc3ccccc3)c(=O)c3sc4ccccc4c32)cc1,i,1
CCOC(=O)c1ccc(N2C(=O)c3[nH]nc(-c4ccc(OC)cc4)c3C2c2cccc(O)c2)cc1 (stereo unspecified),-49%,-6
Cc1ccc(C)c(-c2ccc(=O)n(C(C)C(=O)Nc3ccccc3C(F)(F)F)n2)c1 (stereo unspecified),-42%,-10
CCc1cccc(C)c1NC(=O)CN1CCCN(Cc2ccccc2Cl)S1(=O)=O,-13%,-8
Cc1cccc(N2CCN(C(=O)Cn3cnc4sc(C)c(S(=O)(=O)N5CCN(c6ncccn6)CC5)c4c3=O)CC2C)c1 (stereo unspecified),-6%,8
CCN(CC)c1ccc(NC(=O)c2cnn(-c3ccccc3)c2-n2cccc2)c(C)c1,-94%[inhibitor],-7
CCCNC(=O)c1ccc2c(c1)sc1nc(-c3ccc(C)cc3)cn12,-6%,1
O=C(CSc1nc2c([nH]c3ccccc32)c(=O)n1-c1ccccc1)Nc1ccccc1F,-19%,-7
CC(C)c1ccc(NC(=O)c2cccc3c2C(=O)N(C2CCCCC2)C3)cc1,-22%,3
COc1ccc(-n2ncc(C(=O)NCCCN3CCCCC3)c2C2CCN(C(=O)OC(C)(C)C)CC2)cc1,i,2
CCc1ccccc1N(C)C(=O)Nc1cn(CC(C)C)c(=O)c2ccccc12,-28%,-1
O=C(COc1ccccc1Cl)NCC1(N2CCOCC2)CCCCC1,-94%[inhibitor],2
CCc1cccc(NC(c2ccccc2)c2nnc(-c3ccccc3F)o2)c1 (stereo unspecified),i,6
Cc1ccc(-n2nc3c(N4CCC(C(=O)NC5CCCCC5)CC4)nnc(C)c3c2C)cc1,i,-8
Cc1ccc(-c2nnn3c2nc(NCCc2ccccc2)c2ccccc23)cc1,i,0
COc1ccc(C(CC(=O)Nc2ccc(C)c(C)c2)N2Cc3ccccc3C2=O)cc1OC (stereo unspecified),-41%[inhibitor],-12
Cc1ccc(NC(=O)CN2C(=O)C(c3ccc(F)cc3)=NC23CCCCC3)c(C)c1,-23%,5
COc1cccc(N2CCN(c3ncc4c(n3)CCN(Cc3ccc(Br)cc3)C4)CC2)c1,i,-5
Cc1ccc(Nc2ncnc3c2cnn3-c2ccc(C)cc2)cc1,-37%[inhibitor],-7
CCOC(=O)c1c(S(=O)(=O)N2CCC(C(=O)N3CCN(c4cc(C)ccc4C)CC3)CC2)c(C)n(C)c1C,-32%[inhibitor],-13
CCOc1ccc(C(=O)Nc2ccc(C(=O)OCc3cc(=O)n4c(C)csc4n3)cc2)cc1,-91%[inhibitor],2
CCOC(=O)C1CCN(C(=O)Cn2ncc3c4ccccc4n(Cc4ccccc4F)c3c2=O)CC1,-15%,-1
COc1ccc(OC)c(CNC(=O)c2cc(=O)[nH]c3ccc(S(=O)(=O)N4CCCCC4C)cc23)c1 (stereo unspecified),-3%,11
COc1ccc(OC)c(NC(=O)Cc2coc3ccc(C(C)C)cc23)c1,i,-1
CN(c1ccc(F)cc1)S(=O)(=O)N1CCCC(C(=O)NCc2ccccc2Cl)C1 (stereo unspecified),-2%,-6
COc1ccccc1-c1noc(-c2ccc(NCC3CCCO3)c([N+](=O)[O-])c2)n1 (stereo unspecified),-43%[inhibitor],-13
Cc1cc(C)n(CCc2nc3c4ccccc4nc(N4CCN(c5ccc(F)cc5)CC4)n3n2)n1,i,-11
Cc1ncc(CO)c2c1Oc1nc(-c3ccccc3F)nc(SCC(=O)N3CCCCC3)c1C2,?,7
CCc1cccc(C)c1NC(=O)CSc1nc(C)cc(C)c1C(=O)Nc1ccccc1,-6%,-3
COc1ccc(OC)c(NCc2cccn2-c2nnc(N3CCC(C)CC3)s2)c1,-10%,0
CCn1cc(S(=O)(=O)c2cccc(C)c2)c(=O)c2cc(F)c(N3CCN(c4ccccc4)CC3)cc21,-24%,2
CCOC(=O)c1c(C)[nH]c(C)c1S(=O)(=O)N1CCCC(C(=O)N2CCN(c3ccccc3)CC2)C1 (stereo unspecified),i,1
CCN(Cc1ccccc1)Cc1c(O)ccc2oc(C)c(C(=O)Nc3ccc(C)cc3C)c12,-32%[inhibitor],13

The list continues.
Molecule,PTHR1 agonist,D3 ag
Cc1cc(C)c2nc(C)cc(Nc3cccc(C(=O)O)c3)c2c1,-2%,-18
Cc1cccc(C(=O)Nc2sc3c(c2C(=O)Nc2ccccc2)CCC3)c1,-22%,8
Cc1ccc(Cl)cc1N(C)C(=O)c1noc2c1CCCCC2,i,-19
CCCCC(=O)Nc1ccc2nc(SCC(=O)N3CCCC3)sc2c1,i,0
Cc1cc(C)c(OCC(=O)N(Cc2cccc(F)c2)Cc2ccco2)c(C)c1,-16%,-9
Cc1ccc(CN(Cc2ccco2)C(=O)COc2cc(C)c(Cl)c(C)c2)cc1,i,-3
Cc1ccc(C)c(Oc2c(C(F)(F)F)oc3c(CN4CCN(C)CC4)c(O)ccc3c2=O)c1,i,-7
COc1ccc(-c2nc(C)c(CCNS(=O)(=O)c3cc(C)c(C)cc3C)s2)cc1,-35%[inhibitor],2
CCCOc1ccc(Oc2nc(NCC(C)C)nc(N3CCOCC3)n2)nn1,-13%,13
Cc1ccc(-c2nc3c(c(SCC(=O)N(C)c4ccccc4)n2)Cc2c(CO)cnc(C)c2O3)cc1,i,2
Cc1ccccc1CN1c2ccccc2-c2nc(SCC(=O)c3ccc(Cl)cc3)ncc2S1(=O)=O,-9%,9
COC(=O)c1ccc(Cn2c(SCC(=O)Nc3ccc(F)cc3)nc3ccccc32)cc1,i,4
CCOc1ccc(C2=NC(c3ccncc3)=Nc3ccc(C)cc3N2)cc1OCC,-7%,-33
COC(=O)c1c(C)oc2ccc(N(C(=O)Oc3ccccc3)S(=O)(=O)c3ccc(C(C)(C)C)cc3)cc12,-37%[inhibitor],16
Cc1ccc(-n2nc(C(=O)NCc3ccc(F)cc3Cl)c3c4ccccc4n(C)c3c2=O)cc1,-12%,-17
O=C(CSc1cn(CC(=O)N2CCCCC2)c2ccccc12)Nc1ccccc1F,-48%[inhibitor],0
Cc1cccc(CSc2nc(-c3cccs3)ccc2C#N)c1,i,8
CC(C)COc1ccc(C2=NC(c3ccncc3)=Nc3ccc(F)cc3N2)cc1,3%,-14
CCOc1ccc(-c2c(C)nn3c(C)c(C(=O)NCc4cccc(OC)c4)cnc23)cc1OCC,-11%,7
COc1cccc(C2=CC(c3ccc(OC)c(OC)c3OC)n3ncnc3N2)c1 (stereo unspecified),i,-13
CC(C)(C)c1ccc(-c2nc(SCC(=O)Nc3ccc(Cl)cc3)[nH]c(=O)c2C#N)cc1,-18%,-7
CCN(CC)CCCNc1oc(-c2ccc(OC)cc2)nc1C#N,?,-6
O=C(Nc1c(Cl)cccc1Cl)c1cc(-c2ccc3c(c2)OCO3)on1,-26%,2
COc1cccc(CN2C(=O)C3(SCC(=O)N3c3ccc(F)cc3)c3ccccc32)c1 (stereo unspecified),-13%,-8
C=Cc1ccc(Cn2c(C(=O)O)c(CNCc3cc(Br)ccc3OC)c3ccc(C)cc32)cc1,i,4
COC(=O)CN1C(=O)CSc2ccc(S(=O)(=O)Nc3ccc(F)c(Cl)c3)cc21,-27%,2
COc1cccc2c1cc1c(=O)n(CC(=O)NCc3ccc(N(C)C)cc3)nc(C)n12,i,-6
COC(=O)c1cc2oc(C)cc2n1Cc1cc(C)ccc1C,-18%,1
CCc1ccc(N2C(=O)CS(=O)(=O)C23C(=O)N(Cc2ccccc2)c2ccccc23)cc1 (stereo unspecified),-17%,6
COc1cc(C(=O)NCCc2sc(-c3cccc(F)c3)nc2C)cc(OC)c1OC,0%,8

A portion of the library. The share of hits here may be higher or lower than overall.
